Source: PubChem BioAssay (Broad Institute)
Casp6 inh = blocks human caspase-6 cleavage activity; 350,000 tested, 0.53% active; P55212; purified caspase-6, Z-VEID-R110 cleavage fluorescence; inhibition, % at 12.5 µM;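 active means mean inhibition across replicates at least about 35%, with every replicate also reaching that limit, limit read from the data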;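 further: 0% = median of neutral control wells and 100% = no fluorescence left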
Target sequence (P55212 24-179 limits assumed): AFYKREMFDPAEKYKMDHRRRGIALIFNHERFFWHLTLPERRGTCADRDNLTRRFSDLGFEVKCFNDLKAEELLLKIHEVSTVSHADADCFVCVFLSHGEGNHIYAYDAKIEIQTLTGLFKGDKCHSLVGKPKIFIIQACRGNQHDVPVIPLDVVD
Target sequence (P55212 194-293 limits assumed): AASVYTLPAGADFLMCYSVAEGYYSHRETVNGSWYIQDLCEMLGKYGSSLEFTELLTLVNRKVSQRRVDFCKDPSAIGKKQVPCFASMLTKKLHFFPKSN
Statin myotox sup = suppression of simvastatin myotoxicity; rescue of ATP level, % at 7.49 µM; 330,000 tested, 0.78% active; C2C12 myotubes + simvastatin, ATP luminescence, 48 h; scaled: DMSO 0, geranylgeraniol control 100;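 active means mean ATP rescue above about 67%, or every replicate alone reaching that limit, limit read from the data, passing the limit was not always enough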;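 further: myotubes were challenged with 10 µM simvastatin during compound exposure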
S100A4 inh HTS = S100A4-myosin IIA interaction inhibition | AID 652163 | 360,000 tested, 0.14% active | S100A4/TAMRA-MyoIIA peptide fluorescence polarization | inhibition, % at 10.7 µM;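 active means mean inhibition of at least 70% across replicates, with every replicate also reaching that level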
Target sequence (P26447 whole entry, looked up): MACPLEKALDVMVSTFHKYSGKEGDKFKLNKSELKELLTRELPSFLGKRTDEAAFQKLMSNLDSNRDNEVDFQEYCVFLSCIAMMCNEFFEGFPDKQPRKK
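System – human S100A4 monomer protein, biochemical binding assay · Buffer or medium – Calcium-containing HEPES buffer, pH 7.2 · Timing – 5 min between mix addition and reading · Also added – TAMRA-labelled myosin IIA heavy-chain peptide probe, 5 nM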
SIRT5 block = blocks human SIRT5 desuccinylation of peptide; Q9NXA8; Purified SirT5, succinyl-peptide AMC, trypsin-coupled fluorescence; inhibition, % at 15 µM; 330,000 tested, 1.1% active; AID 652115; in the data active means inhibition above about 15%
Target sequence (Q9NXA8 whole entry, looked up): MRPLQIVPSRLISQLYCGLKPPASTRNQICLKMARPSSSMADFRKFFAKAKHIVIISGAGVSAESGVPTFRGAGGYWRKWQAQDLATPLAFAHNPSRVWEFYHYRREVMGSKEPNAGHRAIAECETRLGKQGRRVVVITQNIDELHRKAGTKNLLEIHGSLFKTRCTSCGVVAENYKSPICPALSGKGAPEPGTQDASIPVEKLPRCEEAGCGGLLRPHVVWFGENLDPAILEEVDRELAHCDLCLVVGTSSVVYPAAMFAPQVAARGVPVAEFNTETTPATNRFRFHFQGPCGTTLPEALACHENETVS
esBAF inh = inhibitors of esBAF chromatin remodeling in mouse ES cells. 350,000 tested, 2% active. Bmi1-luciferase knock-in reporter, 24 h; 100% = twice the neutral-well signal. reporter increase, % at 12.5 µM; in the data active means activation above about 40%;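 further: 0% = median of the plate's neutral control wells and 100% = double that signal; a rise in the Bmi1 reporter signal indicates esBAF inhibition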
LGR2 inh = blocks bursicon-induced cAMP signaling via Drosophila LGR2; inhibition, % at 9.99 µM; HEK293 LGR2, CRE-luciferase, bursicon-stimulated, 4 h; 380,000 tested, 0.35% active;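 active means drop in luminescence signal, shown as inhibition above about 50% in the replicate tests, limit read from the data, passing the limit was not always enough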;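 further: agonist challenge used bursicon conditioned medium at about half maximal strength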
FN deposition inh = fibronectin deposition inhibition. AH1F fibroblasts, Alexa488-fibronectin deposition fluorescence, overnight. inhibition, % at 12.6 µM. 350,000 tested, 0.086% active;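 active means mean inhibition across replicates of 30% or more, regardless of how many single replicates reach that level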;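 further: positive control wells lacked labelled fibronectin entirely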
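Schedule: 1 h cell adhesion before compound, then overnight fibronectin incubation; test system: AH1F fibroblast monolayer depositing Alexa488-labelled fibronectin into matrix; quantity: 10000 AH1F cells per well; probe or stimulus: fluorescent fibronectin at 24 nM final; signal: fluorescence, ex 485 nm, em 525 nm; evaluation: percent inhibition as loss of matrix-bound fibronectin fluorescence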
An asterisk follows results filed as active; · = not tested or not shown; & = joins results of further samples.

cpd | canonical_smiles | Casp6 inh | Statin myotox sup | S100A4 inh HTS | SIRT5 block
1 | Cc1ccc(C)c(N2CCN(CCCNC(=O)Cn3cc4c(n3)CCCCC4)CC2)c1 | -10 | -254 | -1 | ·
2 | C[C@H](CO)N1C[C@H](C)[C@H](CN(C)C(=O)Nc2ccc(C(F)(F)F)cc2)Oc2ccc(NC(=O)CCCCCC(=O)Nc3ccccc3N)cc2CC1=O | · | 4 | · | ·
3 | O=C(O)CCCN=CC1=C(O)CNC1=O | 1 | · | -3 | 3
4 | N#Cc1nc(COc2ccc(Cl)cc2)oc1N1CCCCCC1 | · | -13 | · | ·
5 | CSc1sc(C#N)c2c1/C(=N\O)CCC2 | -6 | · | 0 | 0
6 | CCOC(=O)CN(C(=O)CSc1nnc(-c2cccc(OC)c2)o1)c1ccc(F)cc1 | · | -8 | · | ·
7 | COCC(C)n1c(SCC(=O)N2CCOCC2)nc2ccccc2c1=O (configuration not stated) | -3 | -1 | -1 | -1
8 | OC(c1ccc(F)c(F)c1)c1ncc(-c2ccccc2F)[nH]1 (configuration not stated) | 0 | -1 | 3 | -3
9 | COCCNC(=O)CCCn1c(=O)c2cc(OC)c(OC)cc2n(CC(=O)Nc2ccc(F)cc2)c1=O | -3 | -9 | 4 | 2
10 | CN(CC1CCCN(CCc2ccc(F)cc2)C1)C(=O)CCC(F)(F)F (configuration not stated) | -2 | -14 | -9 | 4

cpd | esBAF inh | LGR2 inh | FN deposition inh
1 | -6 | -7 | -18
2 | -2 | -7 | ·
3 | · | -12 | -6
4 | 6 | · | 1
5 | · | · | -1
6 | 12 | · | -4
7 | -9 | 22 | 4
8 | 31 | -3 | -6
9 | -9 | 6 | -1
10 | -9 | 3 | -4

Compound profiles (already shown). Screens in order: Casp6 inh, Statin myotox sup, S100A4 inh HTS, SIRT5 block, esBAF inh, LGR2 inh, FN deposition inh
C[C@H](CO)N1C[C@H](C)[C@H](CN(C)C(=O)Nc2ccc(C(F)(F)F)cc2)Oc2ccc(NC(=O)CCCCCC(=O)Nc3ccccc3N)cc2CC1=O is entered as ·, 4, ·, ·, -2, -7, ·
CN(CC1CCCN(CCc2ccc(F)cc2)C1)C(=O)CCC(F)(F)F (configuration not stated) is entered as -2, -14, -9, 4, -9, 3, -4

Further compounds.
cpd | canonical_smiles | Casp6 inh | Statin myotox sup | S100A4 inh HTS | SIRT5 block
11 | O=C(C1=C[C@H](c2ccc(Br)cc2)C[C@H](OCCCCO)O1)N1CCN(Cc2ccccc2)CC1 | 1&-2 | 15 | -1&-2 | 0&0
12 | CCCCC#Cc1ccc(C(=O)NNC(=O)Nc2cc(Cl)cc(Cl)c2)o1 | -1 | 0 | -18 | -3
13 | C=CCNC(=O)CN1c2cccc3cccc(c23)S1(=O)=O | 5 | 0 | -6 | -4
14 | CCOC(=O)C1CCN(c2ccc([N+](=O)[O-])cc2)CC1 | 4 | · | 4 | 1
15 | Cc1ccc(S(=O)(=O)N2CCCCC2)cc1NC(=O)CCc1nc2ccccc2c(=O)[nH]1 | 1 | 1 | 6 | 0
16 | O=C(C[C@@H]1C=C[C@H](NC(=O)Nc2cc(F)ccc2F)[C@H](CO)O1)Nc1ccc(-c2ccccc2)cc1 | -2 | -19 | -3 | -2
17 | CNC[C@@H]1Oc2c(NC(=O)Nc3ccc(F)cc3)cccc2C(=O)N([C@H](C)CO)C[C@@H]1C | -1&-2 | -9&-5 | -5&-1 | -3&0
18 | C/C(CCC(C)C)=N\NC(=S)Nc1cc(S(=O)(=O)N2CCOCC2)ccc1N1CCOCC1 | 4 | · | 2 | -5
19 | CCOc1ccc(CCNC(=O)COC(=O)c2c(OC)cccc2OC)cc1OCC | 1 | -6 | -4 | -2
20 | CC1(C)CC(N2CCN(CCO)CC2)=CC(=S)N1 | -2 | 6 | 0 | 2

cpd | esBAF inh | LGR2 inh | FN deposition inh
11 | -13 | 2 | -1
12 | 0 | 9 | 7
13 | -1 | -16 | 1
14 | · | 13 | 1
15 | 9 | 2 | 4
16 | 2 | 0 | -7
17 | -1&0 | -1&-2 | -8
18 | · | -3 | 7
19 | · | 5 | -8
20 | -6 | 10 | 3

cpd | canonical_smiles | Casp6 inh | Statin myotox sup | S100A4 inh HTS | SIRT5 block
21 | O=C(Nc1cccc(Cl)c1)c1cc(S(=O)(=O)N2CCOCC2)cs1 | 7 | · | -6 | 0
22 | CC(C)C(OC(=O)c1cc2occc2n1C)C(=O)NCc1ccc2c(c1)OCO2 (configuration not stated) | 3 | 31 | -4 | -1
23 | COc1ccc(CCN2CNc3c(c(=O)n(C)c(=O)n3C)C2)cc1 | · | -4 | · | ·
24 | Fc1cccc(Cc2c(-c3ccco3)nc3c4ccccc4ccn23)c1 | -2 | 4 | -10 | -7
25 | CCC(=O)N[C@@H]1C=C[C@H](CC(=O)NCc2cc(F)cc(F)c2)O[C@@H]1CO | 2 | -4 | -9 | -1
26 | COc1cccc(CNC(=O)CCNS(=O)(=O)c2ccc(Br)s2)c1 | 2 | 5 | 0 | 1
27 | COc1cc(Br)c(-c2sc(Nc3ccccc3)n[n+]2-c2ccccc2)cc1OC | -5 | 2 | 12 | ·
28 | CC(NS(=O)(=O)c1cccc(C(=O)NCc2ccncc2)c1)c1ccccc1 (configuration not stated) | 0 | 8 | 0 | 2
29 | CCOc1ccc(C2/C(=C(\O)c3c(C)[nH]c(C(=O)OC)c3C)C(=O)C(=O)N2CCN(C)C)cc1 (configuration not stated) | 16 | · | 2 | 0
30 | CCOC(=O)N1CCN(C(=O)CSc2nnc(Cn3c(=O)sc4ccccc43)n2C)CC1 | 3 | -7 | -2 | -2

cpd | esBAF inh | LGR2 inh | FN deposition inh
21 | · | -4 | 4
22 | -1 | 3 | ·
23 | -6 | · | -5
24 | 72* | -100 | 9
25 | 0 | 1 | 2
26 | -9 | 7 | 3
27 | 0 | 0 | 18
28 | -7 | · | 8
29 | 6 | -20 | ·
30 | 2 | -4 | 6

cpd | canonical_smiles | Casp6 inh | Statin myotox sup | S100A4 inh HTS | SIRT5 block
31 | O=C(COC(=O)CCN1C(=O)C2CC=CCC2C1=O)NCCc1ccc(F)cc1 (configuration not stated) | -2 | 2 | 1 | -1
32 | COc1ccc(CNc2c(C(=O)O)cnc3c2cnn3C)cc1 | 1 | 2 | -2 | ·
33 | CO[C@@H]1CN(C)C(=O)c2ccc(NS(C)(=O)=O)cc2OC[C@H](C)N(C(=O)C2CCCC2)C[C@@H]1C | -1 | 6 | -29 | 4
34 | CC1=C(C(=O)N2CCOCC2)CC(CC(=O)NC2CCCC2)C(=O)N1CCCN1CCCC1=O (configuration not stated) | -1 | -5 | -1 | -3
35 | CCC(=O)Nc1nnc(S(=O)(=O)N(C)Cc2ccco2)s1 | 2 | 10 | 5 | -2
36 | Cc1ccc(C)c(-n2c(-c3ccc4c(c3)OCO4)n[nH]c2=S)c1 | · | 48 | · | ·
37 | C[C@@H]1CN([C@H](C)CO)S(=O)(=O)c2ccc(C3=CCCC3)cc2O[C@H]1CN(C)C(=O)c1ccc(F)cc1 | 1 | -40 | 11 | 2
38 | O=C(NCCCN1CCOCC1)c1c(F)cccc1F | -18 | 23 | -4 | 2
39 | Cc1cc(C(=O)CSc2nc3ccccc3[nH]2)c(C)n1CC1CCCO1 (configuration not stated) | · | -400 | · | ·
40 | COc1ccc(-c2ccc([C@@H]3[C@@H](CO)N4C(=O)CN(C(=O)C5CC5)C[C@@H]34)cc2)cc1 | 0 | · | 6 | 9

cpd | esBAF inh | LGR2 inh | FN deposition inh
31 | -2 | -14 | 5
32 | -5 | -3 | -7
33 | 1 | -12 | -8
34 | -4 | -2 | -3
35 | -5 | 2 | -9
36 | -2 | · | -20
37 | 1 | -1 | -8
38 | -4 | -13 | ·
39 | -52 | · | 5
40 | · | -2 | -7

cpd | canonical_smiles | Casp6 inh | Statin myotox sup | S100A4 inh HTS | SIRT5 block
41 | COc1cc(C(=S)N2CCCC2)cc(OC)c1OC | 5 | · | 3 | 8
42 | COc1ccc2cc(/C=N/O)c(Cl)nc2c1 | -1 | 7 | -26 | 7
43 | N#Cc1nc(-c2ccc(Cl)cc2)oc1NCC1CCCO1 (configuration not stated) | 0 | -2 | 0 | -30
44 | O=c1c2ccccc2sc2ccc(NCCCN3CCOCC3)cc12 | -2 | -4 | 3 | ·
45 | CC(C)(C)c1ccc(CC(=O)N2CCC2(C)C(=O)NCCC#N)cc1 (configuration not stated) | -1 | -4 | 3 | -2
46 | COc1cc2c(cc1OC)C(=O)N1[C@H]3c4cc(C)ccc4OC[C@@H]3[C@H](c3ccccc3)[C@]1(C)C(=O)N2 | 5 | 16 | -1 | -1
47 | O=C(c1ccco1)N1CCN(C(c2ccc(Cl)cc2)c2nnnn2CC2CCCO2)CC1 (configuration not stated) | · | 12 | · | ·
48 | O=C(Nc1ccccc1F)C1CCCN(S(=O)(=O)c2ccc(-n3cnnn3)cc2)C1 (configuration not stated) | 1 | 16 | 0 | 0
49 | CC1=CC(C)C(=O)N(CCN2CCOCC2)C(C)=C1 (configuration not stated) | -2 | -4 | 0 | ·
50 | Cc1ccccc1C(=O)NC1CCN(CC(=O)NCc2cccs2)CC1 | 3 | · | 5 | -1
51 | COC(=O)C1NN=C(C(=O)c2ccc(Cl)cc2)C1c1ccc(OC)cc1 (configuration not stated) | -1 | · | -10 | ·
52 | CN(C(=O)Cn1nc(C(=O)O)c2ccccc2c1=O)c1ccccc1 | 2 | -2 | 1 | -4

cpd | esBAF inh | LGR2 inh | FN deposition inh
41 | · | -4 | -13
42 | 34 | -13 | -15
43 | 24 | -53 | -8
44 | 10 | -105 | -17
45 | -7 | 8 | -2
46 | -6 | 12 | 8
47 | -4 | -6 | ·
48 | -2 | 2 | 4
49 | 1 | 14 | 10
50 | · | -9 | -3
51 | · | 4 | 13
52 | -3 | -2 | 1

Some of these compounds in order of number of heavy atoms, largest number first:
cpd | canonical_smiles | Casp6 inh | Statin myotox sup | S100A4 inh HTS | SIRT5 block
46 | COc1cc2c(cc1OC)C(=O)N1[C@H]3c4cc(C)ccc4OC[C@@H]3[C@H](c3ccccc3)[C@]1(C)C(=O)N2 | 5 | 16 | -1 | -1
47 | O=C(c1ccco1)N1CCN(C(c2ccc(Cl)cc2)c2nnnn2CC2CCCO2)CC1 (configuration not stated) | · | 12 | · | ·
40 | COc1ccc(-c2ccc([C@@H]3[C@@H](CO)N4C(=O)CN(C(=O)C5CC5)C[C@@H]34)cc2)cc1 | 0 | · | 6 | 9
51 | COC(=O)C1NN=C(C(=O)c2ccc(Cl)cc2)C1c1ccc(OC)cc1 (configuration not stated) | -1 | · | -10 | ·
45 | CC(C)(C)c1ccc(CC(=O)N2CCC2(C)C(=O)NCCC#N)cc1 (configuration not stated) | -1 | -4 | 3 | -2
43 | N#Cc1nc(-c2ccc(Cl)cc2)oc1NCC1CCCO1 (configuration not stated) | 0 | -2 | 0 | -30
38 | O=C(NCCCN1CCOCC1)c1c(F)cccc1F | -18 | 23 | -4 | 2
41 | COc1cc(C(=S)N2CCCC2)cc(OC)c1OC | 5 | · | 3 | 8
42 | COc1ccc2cc(/C=N/O)c(Cl)nc2c1 | -1 | 7 | -26 | 7

cpd | esBAF inh | LGR2 inh | FN deposition inh
46 | -6 | 12 | 8
47 | -4 | -6 | ·
40 | · | -2 | -7
51 | · | 4 | 13
45 | -7 | 8 | -2
43 | 24 | -53 | -8
38 | -4 | -13 | ·
41 | · | -4 | -13
42 | 34 | -13 | -15

This is a subset (hit frequency here may not be typical).
